UPR CHOP act: activators of apoptotic CHOP UPR arm, primary screen, cell-based, CHO-CHOP luciferase reporter, luminescence, uHTS; UPR activation; percent of tunicamycin response over DMSO baseline; 330,000 tested, 0.34% active; activation, % at 10 µM; AID 449763, 2010;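 active = at 10 µM dose, activation of 40% or more, normalized to positive control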;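 note: 100% = tunicamycin at 10 µg/mL and 0% = DMSO alone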
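Test system: CHO-CHOP cells, stable luciferase reporter of PERK-eIF2a-CHOP signalling | Quantity: 500 CHO-CHOP cells per well | Buffer or medium: F12 plus 10% serum | Compound dosing: 10 µM single point, 0.5% DMSO | Schedule: 6 h compound treatment, 37 °C | Signal: Luciferase luminescence | Control set: Tunicamycin high control, DMSO low control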
APJ ag: agonists of human apelin receptor APJ, primary screen, CHO-K1 cells, PathHunter beta-arrestin, luminescence. P35414. 330,000 tested, 0.11% active. activation, % at 20 µM. AID 2520, 2010. 0% DMSO wells, 100% apelin;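 active = activation more than six SD over the plate average, tested at 20 µM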;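 note: 0% = DMSO alone and 100% = apelin-13 at 10 nM; some results filed as inactive read as strong as hits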
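assay system = CHO-K1 APJ beta-arrestin complementation cell line | input = cell density 1000 per well | dosing = compound 20 µM once, DMSO 1% | timing = compound 90 min 25 °C, reagent 1 h | measured by = luminescence from split beta-galactosidase complementation, Galacton Star/Emerald II substrate | read-out basis = APJ agonist activity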
Mdm2-MdmX inh: inhibitors of human Mdm2-MdmX association, primary screen, cell-based, luminescence, split luciferase, SaOS-2, uHTS. SaOS-2 split-luciferase Mdm2/MdmX complementation. 330,000 tested, 3% active. inhibition, % at 8 µM. Protein Mdm4 (Homo sapiens) + E3 ubiquitin-protein ligase Mdm2 (Homo sapiens), …;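 active = inhibition of at least 50% at 8 µM in the primary screen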
tim23-1 inh: growth inhibitors of tim23-1 mutant yeast, primary screen, luminescence, uHTS. AID 463212, 2010. S. cerevisiae tim23-1 growth, BacTiter-Glo luminescence, 24 h. inhibition, % at 20 µM. 330,000 tested, 1.3% active;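 active = growth inhibition of the mutant yeast at or above 50%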;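 note: temperature-sensitive mutant grown at 25 °C; plate controls were DMSO-treated mutant yeast for no effect and medium wells lacking yeast for full effect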
EBI2 block: EBI2 receptor antagonists, beta-arrestin recruitment, primary screen, cell-based, luminescence, 7a,25-OHC stimulation, uHTS | G-protein coupled receptor 183 (Homo sapiens), P32249 | 7a,25-OHC stimulated | 360,000 tested, 0.81% active | inhibition, % at 5 µM; in the data active = inhibition above about 38%;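 note: enzyme fragment complementation signal reports receptor beta-arrestin coupling in cells; 0% = agonist plus DMSO wells and 100% = wells without agonist; some results beyond the cut were filed as inactive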
Target sequence (P32249 whole entry, looked up, the tested form may be a part): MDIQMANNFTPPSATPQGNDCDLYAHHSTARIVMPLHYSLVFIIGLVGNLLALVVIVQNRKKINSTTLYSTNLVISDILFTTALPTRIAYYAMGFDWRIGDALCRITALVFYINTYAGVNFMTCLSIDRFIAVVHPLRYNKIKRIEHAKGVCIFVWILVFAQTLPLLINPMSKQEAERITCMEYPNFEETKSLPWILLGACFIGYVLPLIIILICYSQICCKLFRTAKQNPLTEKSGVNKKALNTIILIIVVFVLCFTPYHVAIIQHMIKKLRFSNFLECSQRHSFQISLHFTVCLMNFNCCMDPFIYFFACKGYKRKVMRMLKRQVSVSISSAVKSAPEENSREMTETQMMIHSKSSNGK
APJ antag: antagonists of human apelin receptor APJ, primary screen, CHO-K1 cells, beta-arrestin complementation, luminescence; 330,000 tested, 0.32% active; P35414; inhibition, % at 20 µM; AID 2521, 2010;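 active = inhibition above about 40% at 20 µM, limit read from the data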;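 note: cells challenged with 10 nM apelin-13 agonist together with compound; plate controls were apelin-13 plus DMSO wells for no effect and DMSO wells lacking apelin-13 for full effect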
CCR6 antag: CCR6 receptor antagonists, primary screen, cell-based, CHO-K1, luminescence, beta-arrestin, uHTS | CHO-K1 CCR6 PathHunter beta-arrestin, CCL20-stimulated | inhibition, % at 20 µM | 340,000 tested, 0.49% active | AID 493098, 2011;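 active = compounds whose inhibition of the agonist-driven luminescence signal at 20 µM reaches about 50%, limit read from the data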;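 note: cells stimulated with CCL20 at 14 nM final; plate controls were DMSO with CCL20 for no effect and DMSO without agonist for full effect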
Target sequence (P51684 whole entry, looked up): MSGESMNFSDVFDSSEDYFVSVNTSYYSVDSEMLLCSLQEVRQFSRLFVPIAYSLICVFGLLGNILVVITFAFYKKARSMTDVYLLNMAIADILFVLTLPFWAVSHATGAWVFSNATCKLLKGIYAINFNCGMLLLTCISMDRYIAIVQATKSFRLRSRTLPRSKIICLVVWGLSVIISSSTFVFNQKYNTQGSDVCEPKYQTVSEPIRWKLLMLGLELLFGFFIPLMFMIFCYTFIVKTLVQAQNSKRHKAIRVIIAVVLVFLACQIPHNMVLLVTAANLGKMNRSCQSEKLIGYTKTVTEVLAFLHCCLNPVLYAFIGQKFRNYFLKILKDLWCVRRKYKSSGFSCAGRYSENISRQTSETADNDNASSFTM
XBP1 UPR activ: activators of adaptive XBP1 UPR arm, primary screen, cell-based, CHO-XBP1 luciferase reporter, luminescence, uHTS | activation, % at 20 µM | 330,000 tested, 0.33% active | IRE1-XBP1 UPR activation; percent of tunicamycin response, DMSO as zero;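 active = versus positive control, 20 µM dose yields 30% or more activation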;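 note: 100% = tunicamycin at 10 µg/mL and 0% = DMSO only wells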
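Material: CHO cell line with stable XBP1 luciferase reporter; schedule: 16-18 h cell attachment at 37 °C, then 6 h compound exposure; signal: glow luminescence from Steady-Glo reagent; medium: serum-containing F12 medium, 10% FBS; benchmarks: tunicamycin 10 µg/mL and vehicle-only wells; read-out: percent activation relative to tunicamycin reference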
CXCR6 inh: CXCR6 receptor inhibitors, primary screen, cell-based, beta-arrestin, luminescence, CHO-K1 PathHunter, 1536-well. inhibition, % at 20 µM. 360,000 tested, 0.36% active. AID 602244, 2012; in the data active = inhibition above about 34%, passing the limit was not always enough;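 note: antagonist mode with CXCL16 agonist at 10 nM final; 0% = 10 nM CXCL16 with DMSO and 100% = unstimulated wells without agonist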
Target sequence (O00574 whole entry, looked up): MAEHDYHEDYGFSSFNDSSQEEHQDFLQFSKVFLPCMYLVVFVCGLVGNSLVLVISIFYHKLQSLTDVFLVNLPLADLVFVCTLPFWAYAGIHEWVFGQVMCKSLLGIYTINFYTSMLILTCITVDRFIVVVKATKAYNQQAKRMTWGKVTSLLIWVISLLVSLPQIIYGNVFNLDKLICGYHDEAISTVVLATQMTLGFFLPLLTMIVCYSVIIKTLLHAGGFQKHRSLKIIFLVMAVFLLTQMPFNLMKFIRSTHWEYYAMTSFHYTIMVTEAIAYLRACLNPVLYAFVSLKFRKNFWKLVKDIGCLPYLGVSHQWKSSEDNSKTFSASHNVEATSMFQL
* = called active by the depositor; . = not tested or not shown.

compound | CXCR6 inh | APJ antag | CCR6 antag | UPR CHOP act | EBI2 block | XBP1 UPR activ | APJ ag | Mdm2-MdmX inh | tim23-1 inh
Cc1ccc(S(=O)(=O)N2CCC(C(=O)OC(C)C(=O)NCc3ccc4c(c3)OCO4)CC2)cc1 (stereo unspecified) | -2 | -2 | 8 | -0.4 | 3 | -1 | 0 | 3 | 17
COc1ccccc1C(=O)Nc1nnc(SCC(=O)NC2CCCC2)s1 | 3 | -1 | 5 | 1.7 | -11 | -1 | 9 | -102 | 22
c1ccc(-c2nnc(-c3ccccn3)c(-c3ccccn3)n2)nc1 | -3 | -3 | 7 | -0.1 | -3 | -2 | -1 | 30 | 2
CN1C(=O)C(CC(=O)N2CCN(C(c3ccccc3)c3ccccc3)CC2)N(C)C1=O (stereo unspecified) | -1 | 3 | -3 | 0.8 | 2 | 2 | -4 | 1 | 2
Cc1ccc(Cn2nnc3c(=O)[nH]c(C4CCN(S(=O)(=O)Cc5ccccc5)CC4)nc32)cc1 | -4 | -3 | 6 | 2.8 | -5 | -8 | -3 | 19 | 14
COc1ccc(OC)c(-c2csc(NC(=O)CSCC(=O)Nc3cc(C)on3)n2)c1 | -5 | 9 | -8 | 4.3 | -3 | -3 | -4 | 7 | 3
Cc1ccccc1/C=C1\C(=O)Nc2ccc(F)cc21 | 2 | 19 | 8 | -0.9 | -1 | 1 | -4 | 16 | 53*
CCCCNC(=O)Oc1c(Br)cc2sc(=O)oc2c1Br | . | -1 | . | -1.6 | . | -1 | -4 | -42 | -11
O=C(CC1CCCC1)OCn1nnc2ccccc2c1=O | 6 | 9 | -1 | -0.4 | -7 | -1 | -5 | 33 | 10
Cc1cccc(OCCOC(=O)CN2C(=O)NC3(CCCC3)C2=O)c1 | 1 | 20 | 2 | -0.5 | 5 | -2 | -3 | 25 | -1
O=C1NCCN1CCN1C(=O)c2ccccc2NC1c1ccccc1 (stereo unspecified) | -8 | 4 | 6 | 0.0 | 2 | -1 | -2 | 4 | 7
C=CC[C@@H](Cc1ccc(F)cc1)C(=O)OC[C@@H]1CCCN1C(=O)[C@H](CC=C)CC(=O)N[C@H](CO)Cc1ccccc1 | -3 | -1 | 5 | 0.5 | 2 | 3 | -3 | 25 | 24
O=C(Nc1ccc(Cl)c(S(=O)(=O)N2CCOCC2)c1)C1=NN(c2ccccc2)C(=O)CC1 | 6 | 2 | 2 | 0.1 | 6 | -3 | -3 | -22 | 8
c1ccc(Cn2c(Nn3cnnc3)nc3ccccc32)cc1 | -8 | 0 | -4 | -3.3 | -6 | -3 | 3 | 23 | -11
Cc1nn(C)cc1C(C)Nc1nc2nonc2nc1N1CCCCC1 (stereo unspecified) | 2 | -17 | 6 | 0.5 | -9 | 3 | -4 | -4 | 7
NCCCCCc1cn([C@@H](CO)C(=O)NCCCCCCCCCCC(=O)N2CCNCC2)nn1 | -5 | 20 | 11 | 0.3 | -8 | 1 | -4 | 6 | 12
O=c1cc(C(F)F)oc2c1ccc1ccccc12 | 1 | -15 | -2 | -0.3 | -4 | 5 | 2 | 9 | 11
COc1ccc(-c2cc(C)no2)cc1S(=O)(=O)Nc1cccc(C)c1 | 4 | -13 | 11 | -0.4 | 12 | 0 | -2 | 20 | 36
O=S(=O)(c1ccc(Cl)cc1)c1cnc(-c2cccnc2)nc1-c1ccccc1 | 3 | -13 | 4 | 1.4 | -11 | 1 | -2 | -1 | 9
CCn1c(C)nc2cc(C(=O)NNC(=O)CCC3CCCCC3)ccc21 | 1 | -9 | 7 | -0.1 | -21 | 1 | 1 | 0 | 10
CC(=O)N1CCc2c(sc3c2c(=O)n(-c2ccccc2)c(=O)n3CC(=O)NCC2CCCO2)C1 (stereo unspecified) | 8 | 2 | 6 | -2.3 | -4 | 1 | 2 | 0 | -1
CCOC(=O)c1c(C)c(-c2ccccc2)n(CC(=O)N2CCN(C)CC2)c1C | -1 | -5 | -13 | 0.8 | -1 | -3 | -1 | -12 | 20
C/C=C1\C(OC2OC(CO)C(O)C(O)C2O)OC=C(C(=O)OC)C1CC(=O)OCC1C(C)C(OC(=O)CC2C(C(=O)OC)=COC(OC3OC(CO)C(O)C(O)C3O)/C2=C\C)CC1C(CO)CO (stereo unspecified) | 11 | 21 | 8 | 1.8 | -6 | -1 | 0 | 16 | -7
CC(=O)Nc1ccccc1NS(=O)(=O)c1ccc(Cl)cc1 | -11 | -3 | 13 | -1.9 | 5 | 0 | -3 | -7 | 0
Cc1cccc(-c2noc(CN(C)S(=O)(=O)c3cc(Cl)ccc3Cl)n2)c1 | 4 | 1 | 12 | 1.0 | -11 | 5 | -1 | 6 | 4
O=C(N/N=C1/CCSC1)c1cc(Br)ccc1O | -4 | 1 | 15 | 4.5 | 4 | 5 | 0 | 15 | 15
c1ccc(OCCSc2nc3ccccc3o2)cc1 | 8 | -7 | 25 | 4.8 | -4 | 2 | -1 | 7 | 14
Nc1nnc(Cc2ccccc2F)s1 | 3 | 9 | -6 | -0.3 | -1 | -2 | -4 | -12 | 4
NC(=O)CC1C(=O)N(c2ccccc2)C(=S)N1NC(=O)c1ccccc1 (stereo unspecified) | -1 | 9 | 11 | 3.1 | 6 | 2 | -4 | -4 | -4
CN(C)S(=O)(=O)N1CCN(Cc2ccccc2)CC1 | -1 | -7 | -11 | -1.4 | -4 | 0 | 1 | 3 | 8
Cc1ccc(C(=O)NC(=S)NCc2ccccc2)cc1 | 7 | 4 | 1 | 2.7 | 1 | 0 | -2 | 19 | 52*
CCCc1cc(=O)[nH]c(SCC(=O)c2cc(C)n(-c3c(C)n(C)n(-c4ccccc4)c3=O)c2C)n1 | -2 | 3 | -1 | 1.3 | 5 | 4 | -2 | -12 | 17
C=C(C)CNC(=O)c1ccc2nc(Cc3ccc(OC)cc3)oc2c1 | -8 | 12 | 9 | 4.2 | 6 | 7 | 2 | -41 | 11
CC(C)OC(=O)c1ccc(OC(=O)c2cccnc2)cc1 | 11 | 7 | 5 | 1.7 | -1 | 2 | 1 | 1 | 15
Nc1nonc1-n1nnc(C(=O)N/N=C/c2ccccc2F)c1-c1cccs1 | 0 | 4 | -10 | 0.3 | -2 | -5 | 2 | 12 | 15
Cn1c(=O)[nH]c(=O)c2c1nc(NC1CCCCC1)n2Cc1ccccc1 | 10 | -5 | 11 | -2.2 | 13 | 0 | -2 | 17 | 10
COc1cccc(-c2c(C#N)c(N)nc3c2c(=O)nc2sccn23)c1 | . | 2 | . | 0.8 | . | 1 | 2 | 7 | 1
Cc1cc(NC(=O)CSCC(=O)Nc2ccccc2Oc2ccccc2)no1 | -3 | 23 | 6 | -1.8 | 1 | -5 | -2 | 21 | -1
Cc1[nH]n2cnnc2c(=O)c1Br | 6 | -28 | 1 | -0.4 | -6 | 1 | -6 | -18 | 4
COCCNC(=O)Cn1cnc([N+](=O)[O-])n1 | -3 | 3 | 12 | 2.1 | 6 | 3 | -1 | 13 | 4
COc1ccccc1CNC(=S)NCCc1ccccc1 | -5 | -3 | 6 | -0.2 | 4 | -3 | -3 | 0 | 18
CCOc1ccc(S(=O)(=O)Nc2cccc(OC)c2)cc1 | 6 | 7 | 5 | -0.3 | 4 | -1 | 6 | 2 | 21
CCOc1ccc(/C=C2\CCC(C3CCCC3)C2=O)cc1 (stereo unspecified) | -22 | 10 | 6 | 7.0 | 19 | -4 | -5 | -97 | 9
CC(=O)c1c(C)[nH]c(C(=O)Nc2cccc3ccccc23)c1C | -4 | -4 | 0 | 1.4 | 4 | 1 | -2 | 8 | 21
Cc1ccccc1C(=O)N/N=C/c1ccc([N+](=O)[O-])s1 | -7 | -16 | -2 | -4.4 | 6 | 0 | 3 | 14 | 76*
Cc1ccc(CNC(=O)CSc2nc3ccccc3c(=O)n2CCCO)cc1 | 7 | -10 | 9 | 3.3 | -10 | 0 | 6 | -10 | 0
C#CCn1c(=NC(=O)c2ccccc2[N+](=O)[O-])sc2cc(S(C)(=O)=O)ccc21 | -13 | -14 | 14 | 1.9 | -2 | 4 | 2 | 45 | -44
CC1CCN(C(=O)COC(=O)CCC(=O)c2cccs2)CC1 | -19 | 14 | 5 | 1.7 | -11 | 0 | -6 | 2 | 7

Part of the list above, with each value named:
CCOc1ccc(/C=C2\CCC(C3CCCC3)C2=O)cc1 (stereo unspecified)
  CXCR6 inh: -22; APJ antag: 10; CCR6 antag: 6; UPR CHOP act: 7.0; EBI2 block: 19; XBP1 UPR activ: -4; APJ ag: -5; Mdm2-MdmX inh: -97; tim23-1 inh: 9
CC(=O)c1c(C)[nH]c(C(=O)Nc2cccc3ccccc23)c1C
  CXCR6 inh: -4; APJ antag: -4; CCR6 antag: 0; UPR CHOP act: 1.4; EBI2 block: 4; XBP1 UPR activ: 1; APJ ag: -2; Mdm2-MdmX inh: 8; tim23-1 inh: 21

Remaining list, next part.
compound | CXCR6 inh | APJ antag | CCR6 antag | UPR CHOP act | EBI2 block | XBP1 UPR activ | APJ ag | Mdm2-MdmX inh | tim23-1 inh
CSc1cccc(NC(=S)NC(=O)c2cccnc2)c1 | 26 | 24 | 41 | -0.1 | 7 | 2 | -4 | 25 | 34
CCOCCn1c(=O)c2c(nc3n2CC(C)CN3CCc2ccccc2)n(C)c1=O (stereo unspecified) | 1 | 1 | -3 | 0.0 | 2 | -1 | -2 | 7 | 20
COCCCN=C1NN=C(c2cc(C)n(Cc3ccccc3Cl)c2C)CS1 | 3 | 31 | 2 | 2.8 | -10 | 10 | -2 | 79* | 2
CN1C(=O)C(O)(CC(=O)c2ccccn2)c2cc(Br)ccc21 (stereo unspecified) | 9 | 24 | 38 | -3.4 | 36* | 5 | -2 | 45 | 10
Cc1ccc2nc(-c3ccc(NC(=O)CN(c4ccccc4C)S(C)(=O)=O)cc3)sc2c1 | -11 | 14 | -11 | 5.2 | -1 | -4 | 5 | -15 | 20
CCCCCSc1nnc(C)c(=O)[nH]1 | 1 | 16 | -2 | -2.2 | -4 | -2 | -6 | -1 | -5
CC(C)OC(=O)c1nn2c(C(F)(F)F)cc(-c3ccc(Br)o3)nc2c1Br | -1 | 0 | -4 | 1.5 | 1 | 0 | -4 | 26 | 7
CCN(CC)CCNC(=S)Nc1ccc2nc(N3CCCC3)cc(C)c2c1 | 1 | 15 | 25 | -1.2 | -3 | -1 | -3 | 33 | -3

High-throughput results: PubChem, Sanford-Burnham Center for Chemical Genomics

This is a subset, so the mix of outcomes need not match the whole.
